# Nrf2 inh: Nrf2 qHTS screen for inhibitors | hit rate 2.1% among 360,000 | A549 ARE-Fluc reporter, luciferase luminescence, 18-24 h | Potency, µM (top dose mostly 46 µM), for the others: at the top dose activity change, negative = inhibition, actives largely listed as inhibitors | AID 504444, 2011; also: potency is read from the fitted curve at half-maximal effect; % is scaled to controls: 0 for no effect and ±100 for the full control effect; nearly all actives have a fitted effect of over 60% in size
#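 Nrf2 function is reported as luminescence of an ARE-controlled luciferase in A549 cells. Compounds were tested at several concentrations, and a CellTiter-Fluor read on the same wells flagged cytotoxicity.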
# HepG2 tox: qHTS for Inhibitors of TGF-b: Cytotox Counterscreen; HepG2 CAGA-GFP viability, ATP luminescence, 18 h; Potency, µM (highest dose often 46.1 µM), without a hit: at the top dose activity change, negative = cytotoxicity, actives largely listed as cytotoxic; hit rate 0.76% among 410,000; also: potency is read from the fitted curve at half-maximal effect; some results filed as inactive show a strong effect at the top dose
#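 CellTiter-Glo luminescence gave cytotoxicity after 18 hours at 37 degrees C. The cells were HepG2 CAGA-GFP in 1% FBS DMEM, stimulated with 500 pg/mL TGF-beta after compound addition. %Activity was normalised to no-cell wells (complete cell-killing) and DMSO (no toxicity), and curves were fitted and classified.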
# TGFb SMAD3 inh: qHTS for Inhibitors of TGF-b; AID 588855, 2011; Potency, µM (titrated, usually from 46.1 µM), without a hit: at the highest dose activity, negative = inhibition, hits mostly inhibitors; HepG2 CAGA-GFP TGF-b/SMAD3 reporter, GFP fluorescence, 18 h; TGF-beta stimulated, 500 pg/mL final; hit rate 1.2% among 410,000; also: potency is read from the fitted curve at half-maximal effect; % is scaled to controls: 0 for no effect and ±100 for the full control effect; nearly all actives have a fitted effect of over 65% in size
#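 Using HEPG2 CAGA-GFP reporter cells at 1000 cells/well, we pinned test compounds, stimulated with recombinant TGF-beta (500 pg/mL final) and measured total well GFP after 18 h.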
# IL-2 act: qHTS of IL-2 Activators | IL-2 activation reporter assay, cell-based qHTS; stimulated with anti-CD3/CD4/CD28 beads; in transgenic mouse T cells | activation, % (series mostly up to about 46 µM) | hit rate 0.065% among 360,000 | AID 652025, 2013; in the data active = activation above about 50%; inconclusive = mostly about 30% to 49%; also: 0% is about no effect
#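 Using fluorescent plate cytometry, EGFP and DsRed are detected in transgenic mouse T cells stimulated 18 h at 37 degrees C with antibody-coated beads after 60 min compound pretreatment.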
# EPAC2 agonist: qHTS for Agonist of cAMP-regulated guanine nucleotide exchange factor 4 (EPAC2): primary screen; EPAC2 activation, biochemical qHTS; response scale: 100% = 6.5 mM cAMP response; Potency, µM (titrated, usually from 154 µM), for inactives: at the top dose activation, usual class: activators; Rap guanine nucleotide exchange factor 4 (Homo sapiens), Q8WZA2; hit rate 0.079% among 360,000; AID 720711, 2013; also: potency is read from the fitted curve at half-maximal effect; nearly all actives have a fitted effect of over 50% in size
# Target sequence (Q8WZA2 whole entry, looked up): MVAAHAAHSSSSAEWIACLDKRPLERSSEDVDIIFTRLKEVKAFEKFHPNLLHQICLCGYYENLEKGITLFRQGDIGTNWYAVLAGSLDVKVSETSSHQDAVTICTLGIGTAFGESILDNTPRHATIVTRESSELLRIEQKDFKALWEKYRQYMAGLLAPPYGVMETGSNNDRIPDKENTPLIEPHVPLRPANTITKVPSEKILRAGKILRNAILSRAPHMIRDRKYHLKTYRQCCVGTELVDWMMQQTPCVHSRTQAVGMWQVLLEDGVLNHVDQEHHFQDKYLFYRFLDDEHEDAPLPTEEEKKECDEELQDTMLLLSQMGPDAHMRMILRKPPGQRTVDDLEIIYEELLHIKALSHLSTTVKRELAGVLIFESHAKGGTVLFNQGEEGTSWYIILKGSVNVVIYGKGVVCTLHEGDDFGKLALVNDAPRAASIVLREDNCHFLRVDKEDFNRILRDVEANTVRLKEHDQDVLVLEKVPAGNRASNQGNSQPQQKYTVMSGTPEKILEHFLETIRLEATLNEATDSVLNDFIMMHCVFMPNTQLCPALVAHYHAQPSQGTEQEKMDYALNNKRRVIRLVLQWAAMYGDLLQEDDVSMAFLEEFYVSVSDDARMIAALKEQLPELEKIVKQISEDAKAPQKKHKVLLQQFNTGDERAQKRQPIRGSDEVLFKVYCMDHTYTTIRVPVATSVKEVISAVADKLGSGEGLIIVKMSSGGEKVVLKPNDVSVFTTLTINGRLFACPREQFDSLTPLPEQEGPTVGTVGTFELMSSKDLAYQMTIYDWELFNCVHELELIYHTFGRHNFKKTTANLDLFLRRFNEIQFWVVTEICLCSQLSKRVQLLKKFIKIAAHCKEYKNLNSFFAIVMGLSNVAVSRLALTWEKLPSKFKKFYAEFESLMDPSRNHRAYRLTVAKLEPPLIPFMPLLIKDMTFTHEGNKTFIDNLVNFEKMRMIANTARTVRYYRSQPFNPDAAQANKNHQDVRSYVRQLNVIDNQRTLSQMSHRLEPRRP
#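 Setup: EPAC2 100 nM, labeled Rap1B complex 250 nM, free GDP 50 uM. Compound titrations pinned in, brief spin, 5 min room temperature incubation. Kinetic fluorescence read over 30 min, normalized to 6.5 mM cAMP.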
# A549 viability: Nrf2 qHTS screen for inhibitors: counterscreen for cytotoxicity; A549 ARE-Fluc cells, CellTiter-Fluor viability, 18-24 h; Potency, µM (highest dose often 46 µM), for inactives: at the top dose activity change, negative = cytotoxicity, usual class: inhibitors; hit rate 0.16% among 390,000; also: potency is read from the fitted curve at half-maximal effect; % is scaled to controls: 0 for no effect and ±100 for the full control effect
#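 A549 ARE_Fluc cells in 5% FBS OPTI-MEM were exposed to compounds in concentration-response for 18-24 h at 37 deg C. Viability was read by CellTiter-Fluor fluorescence (Ex 405/Em 525) after 30 min, before the luciferase read.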
# ATXN2 expr inh: Primary qHTS for Inhibitors of ATXN expression; HEK-293 ATXN2-luciferase reporter, luminescence, 24 h; Potency, µM (doses to about 57 µM), inactives show top-dose activity change, negative = inhibition, most hits filed as inhibitors; hit rate 0.72% among 360,000; also: potency is read from the fitted curve at half-maximal effect; % is scaled to controls: 0 for no effect and ±100 for the full control effect; nearly all actives have a fitted effect of over 55% in size
#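 ATXN2-luciferase reporter cells (luciferase flanked by upstream and downstream ATXN2 gene portions) were treated 24 h at 37 °C with compounds at up to 57 uM. SteadyGlo luminescence gave expression; GF-AFC fluorescence gave viability.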
# ATXN viability: Viability Counterscreen for Primary qHTS for Inhibitors of ATXN expression; S2 cells (HEK-293 line with an ATXN2-luciferase reporter) viability, CellTiter-Fluor protease fluorescence, 24 h; Potency, µM (highest dose often 56.7 µM), most hits filed as cytotoxic; hit rate 0.49% among 400,000; also: potency is read from the fitted curve at half-maximal effect; nearly all actives have a fitted effect of over 40% in size
# Nrf2 activator: qHTS of Nrf2 Activators; AID 624171, 2012; AREc32 ARE-luciferase reporter (MCF7-derived line), luminescence, 24 h; Potency, µM (doses to about 46.1 µM), without a hit: top-dose activation, usual class: activators; hit rate 0.31% among 410,000; also: potency is read from the fitted curve at half-maximal effect; % of control where 0% means no effect; nearly all actives have a fitted effect of over 65% in size
#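 Reporter line AREc32 (ARE-Fluc), seeded overnight in OPTI-MEM with 5% FBS; compound pin-transferred, 24 hr at 37 deg C, 5% CO2; luminescent read-out.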
# Starred values were filed as active, the others as inactive; i = inactive; ? = inconclusive; · = no result given; & = joins results of further samples; [ ] = remark or other dose. Unless noted, calls follow the shape of the dose curve; as a rule, active = well fitted curve in the direction sought with a large enough effect; inconclusive = small, poorly fitted or top-dose-only effect, or another doubt; inactive = no such curve, though single readings can be large; an effect the other way counts as inactive or inconclusive.
SMILES,Nrf2 inh,HepG2 tox,TGFb SMAD3 inh,IL-2 act,EPAC2 agonist,A549 viability,ATXN2 expr inh,ATXN viability,Nrf2 activator
Cc1ccc(-c2nnn(CCC(=O)Nc3ccc4c(c3)OCO4)n2)cc1,0%,0%,-1%,-3.9,-3%,8%,3%,i,-0.6%
Cc1cc(NC(=O)CN2C(=O)NC(C)(CC(C)C)C2=O)no1 (stereo not drawn),7%,-14%,1%,0.7,3%,1%,12%,i,-0.5%
COc1ccccc1CNC(=O)c1cccc(NC(=O)c2ccccc2)c1,?,-2%,-1%,-2.9,17%,-6%,·,i,0.2%
Cc1ccccc1C(=O)Nc1ccc(Cl)cn1,?,-2%,19%,-0.6,8%,-1%,23%,?,0.6%
CN1C(=O)S/C(=C\c2ccc(-n3cncn3)cc2)C1=O,6%,-45%,2%,-1.1,12%,3%,·,i,2.5%
Cn1c(=O)c2c(SCC(=O)N3CCCC3)nc(-c3ccccc3)nc2n(C)c1=O,0%,36%,2%,1.2,1%,5%,2%,i,0.3%
COc1ccc(O)c(-c2cc(-c3ccccc3[N+](=O)[O-])[nH]n2)c1,-1%,-98%,-37%,0.2,14%,0%,51%[activator],i,?
CCn1c(SCC(=O)NCc2ccco2)nnc1-c1cccs1,·,0%,2%,1.6,-2%,-5%,-11%,i,-0.5%
CC1=C(C(=O)N(C(C)C)C(C)C)CC(CC(=O)NCc2ccco2)C(=O)N1Cc1ccc(F)cc1 (stereo not drawn),·,-29%,-30%,-0.4,3%,·,-1%,?,-0.1%
CC(C)C[C@@H](CNCC(=O)[C@H](C)NC(=O)c1[nH]cnc1C(=O)N[C@@H](C)CN)NC(=O)c1nc[nH]c1C(=O)N[C@@H](CO)C(=O)O,1%,-4%,-5%,2.1,2%,2%,2%,i,-0.9%
COc1ccccc1N(CC(=O)Nc1cc(C)cc(C)c1)S(C)(=O)=O,1%,-18%,-4%,·,·,-5%,1%,i,0.0%
O=C(O)c1cccc(NC(=S)NC(=O)C(c2ccccc2)c2ccccc2)c1,23%,5%,6%,-1.8,-2%,14%,2%,i,-0.3%
O=C(c1c[nH]c2ccccc12)C(Cl)c1ccccc1 (stereo not drawn),?,-1%,?,-0.7,2%,-4%,·,?,?
Cn1c(=O)c2c(SCC(=O)NCc3ccco3)nc(-c3ccccc3Cl)nc2n(C)c1=O,-2%,2%&0%,-1%&-13%,-4.2,3%,-9%&9%,-2%&-1%,i,2.5%&5.7%
Oc1ccccc1C=NNC(=S)NC1CC2C=CC1C2 (stereo not drawn),·,-43%,?,-3.3,23%,·,·,?,?
CCOc1ccccc1-c1nc(CN(Cc2cnn(C)c2)C(C)C)c(C)o1,-23%,-28%,-22%,-2.7,0%,-3%,-6%,i,0.8%
COc1ccc(Cl)cc1NC(=O)CCNC(=O)Cn1ccc2ccccc2c1=O,-20%,-25%,?,0.2,8%,0%,-17%,i,0.0%
COc1ccc(S(=O)(=O)N2CCN(CC(=O)c3ccc(O)c(O)c3)CC2)cc1,?,-25%,-1%,1.0,1%,-6%,·,i,0.2%
Cc1cc(C)cc(C(=O)n2nc(C)c(S(=O)(=O)N3CCOCC3)c2C)c1,·,-68%,4%,·,·,-1%,-2%,i,-0.3%
Cc1cc(NC(=O)CSc2nnc(C)n2-c2ccccc2C)no1,-5%,1%,-2%,0.8,3%,1%,-20%,i,-0.7%
COc1ccc(CCNS(=O)(=O)c2c(N)n(C)c(=O)n(C)c2=O)cc1OC,-1%,13%,3%,-2.2,7%,-2%,41%[activator],i,-0.1%
Cc1ccc(NS(=O)(=O)c2cccc3nsnc23)cc1,3%,-22%,-7%,-0.4,10%,17%,·,i,0.0%
O=S1(=O)CSCS(=O)(=O)C1,19%,-2%,11%,-0.1,5%,1%,6%,i,-0.1%
CCc1ccc(C(=O)NNC(=O)[C@H](C)NC(=O)c2ccco2)cc1,1%,0%,-9%,0.6,5%,0%,11%,i,-0.3%
CC(=O)c1c(C)[nH]c(C(=O)COC(=O)c2ccc3c(=O)n4c(nc3c2)CCC4)c1C,16%,14%,-3%,0.9,14%,6%,-10%,i,-0.5%[9.22 µM]
CC1(C)C(=O)Nc2ccccc2N1C(=O)COC(=O)c1cccnc1Cl,-10%,-12%,-1%,-0.9,2%,2%,5%,i,-0.5%
Cc1cc2nc(-c3ccc(C#N)cc3)c(Cc3ccsc3)n2c(C)c1Br,·,·,·,0.1,2%,·,12%,i,4.7%
CN1CCN(C(=O)C2CC(=O)N(c3ccc(F)c(Cl)c3)C2)CC1 (stereo not drawn),15%,-3%,11%,-1.6,4%,-3%,5%,i,0.4%
CC(=O)c1ccc(NC(=O)c2ccc(C)c(Br)c2)cc1,?,8%,0%,-2.7,0%,-1%,88%[activator],i,4.0%
CN(CC(=O)Nc1c(F)cccc1F)Cc1cccs1,-3%,5%,5%,0.8,6%,-10%,0%,i,-0.1%
NS(=O)(=O)c1ccc(NC(=S)Nc2ccc(OCc3ccccc3)cc2)cc1,1%,0%,8%,0.4,4%,-6%,-29%,?,-0.4%
COCC(C)n1c(SCC(=O)NC(=O)Cc2ccccc2)nc2ccccc2c1=O (stereo not drawn),-13%,5%,6%,-0.7,-1%,-1%,24%,i,-0.7%
CCc1ccc(NC(=O)c2cc(S(=O)(=O)N3CCc4ccccc43)cn2C)cc1,-12%,-25%,-2%,-3.5,14%,-4%,-7%,i,-0.2%
CCCCCCCCOC(=O)C1=C(C)Nc2nnnn2C1c1cccs1 (stereo not drawn),?,-105%,?,-1.8,-21%,-12%,?,?,-1.9%
O=[N+]([O-])c1ccc(N2CCN(Cc3ccccc3)CC2)nc1,?,-4%,4%,-0.4,7%,-22%,-24%[11.3 µM],i,-0.5%
COc1ccccc1NC(=O)CC1C(=O)Nc2ccccc2N1C(=O)c1ccccc1 (stereo not drawn),-5%,3%,22%,1.8,6%,4%,-2%,i,-0.2%
O=C1c2ccccc2S(=O)(=O)N1Cc1cccc(S(=O)(=O)N2CCOCC2)c1,10%,17%,2%,0.1,0%,1%,-10%,i,-0.5%
O=C(CNc1cc(S(=O)(=O)N2CCOCC2)ccc1NCC1CCCO1)Nc1ccc(F)c(F)c1 (stereo not drawn),?,-14%,-23%,0.0,-1%,3%,3%,i,2.6%
Cc1cccc(C(=O)NC2(C(F)(F)F)N=C(c3ccccc3)N(Cc3ccccc3)C2=O)c1 (stereo not drawn),8%,0%,-7%,·,·,-15%,-1%,i,-0.3%
COc1ccccc1C(=O)Nc1ccc2c(c1)nc1n2CCSC1,?,-26%,24%,-0.5,19%,?,23%,i,2.7%

# Whole records, quoted from the list. Values in the order: Nrf2 inh, HepG2 tox, TGFb SMAD3 inh, IL-2 act, EPAC2 agonist, A549 viability, ATXN2 expr inh, ATXN viability, Nrf2 activator
# NS(=O)(=O)c1ccc(NC(=S)Nc2ccc(OCc3ccccc3)cc2)cc1 is entered as 1%, 0%, 8%, 0.4, 4%, -6%, -29%, ?, -0.4%
# COc1ccc(CCNS(=O)(=O)c2c(N)n(C)c(=O)n(C)c2=O)cc1OC is entered as -1%, 13%, 3%, -2.2, 7%, -2%, 41%[activator], i, -0.1%

# 3 entries already listed, sorted by the number in IL-2 act, lowest first.
mol,IL-2 act
Cn1c(=O)c2c(SCC(=O)NCc3ccco3)nc(-c3ccccc3Cl)nc2n(C)c1=O,-4.2
Cc1ccc(-c2nnn(CCC(=O)Nc3ccc4c(c3)OCO4)n2)cc1,-3.9
CN1CCN(C(=O)C2CC(=O)N(c3ccc(F)c(Cl)c3)C2)CC1 (stereo not drawn),-1.6

# More structures follow.
SMILES,Nrf2 inh,HepG2 tox,TGFb SMAD3 inh,IL-2 act,EPAC2 agonist,A549 viability,ATXN2 expr inh,ATXN viability,Nrf2 activator
COCCCNc1nc2nonc2nc1NCCSC,?,0%,-25%,-1.4,0%,-9%,18%,i,-0.8%
CCc1ccccc1NC(=O)Cc1ccc(-n2c(C)nc3cccnc32)cc1,12%,-10%,-10%,·,·,4%,·,·,0.4%
Cc1cc(C)c(C(=O)COC(=O)c2nn(C)c(=O)c3ccccc23)cc1C,6%,0%,-1%,-0.3,1%,4%,-6%,i,-0.2%
Cc1ccc(NC(=O)NC2CCCCC2)c(C)c1,14%,-4%,-14%,0.7,4%,-12%,18%,i,3.4%
O=C1C=CC(=O)N1Cc1ccccc1,16µM*,-78%,?,-0.7,1%,?,?,?,7.9%
Cc1ccc(NC(=O)COC(=O)C2CC(=O)N(Cc3ccccc3)C2)cc1S(=O)(=O)N(C)C (stereo not drawn),14%,-6%,-11%,-2.5,3%,1%,-2%,i,-0.5%
O=C(CSc1ccc2nnc(-c3ccncc3)n2n1)NCc1ccco1,12%,-1%,-4%,-4.0,-4%,5%,-7%,i,-0.8%
CCOC(=O)C1=C(CS(=O)(=O)c2ccc(F)c(C)c2)NC(=O)NC1c1ccccc1OC (stereo not drawn),9%,-28%,?,·,·,-14%,-15%,?,-0.9%
CS(=O)(=O)N(CCc1ccccc1)CC(=O)NCC1CCCO1 (stereo not drawn),-4%,3%,?,-0.1,-2%,-6%,-3%,i,0.3%
C/C(=N\NC(=O)c1nc2ccccn2c1C)c1cc2ccccc2o1,-4%,-23%,-18%,-3.9,5%,-14%,-4%,·,4.8%
CCN(CC)C(=O)Cn1c(=O)n(Cc2ccc(C(=O)NCCc3ccc(OC)c(OC)c3)cc2)c(=O)c2ccccc21,1%,2%,-7%,·,·,-5%,11%,i,-0.6%
CCC(C)NC(=O)c1ccc(CS(=O)(=O)c2ccc(OC)cc2)o1 (stereo not drawn),-6%,-17%,-3%,-3.6,10%,-7%,-4%,i,-0.3%
